# CHO-K1 Ca ag – nonselective activator or artifact in parental CHO-K1 cells; Fluo-8 calcium fluorescence; scaled to maximal ATP response, vehicle zero; activation, % at 3 µM; hit rate 0.48% among 360,000; in the data active means activation above about 15%;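 further: untransfected CHO-K1 host cells lacking M1 receptor as counterscreen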
# OXTR agonist – activates the human oxytocin receptor | activation, % at 3 µM | CHO-OTR cells, Fluo-8 calcium fluorescence; normalized: DMSO 0%, oxytocin 100% | AID 2435 | hit rate 0.32% among 320,000;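 active means activation above the mean of all tested compounds plus 3 SD, cutoff set per screening run, cut at about 20% in these data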;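 further: peak over basal fluorescence ratio from a 100 s FLIPR kinetic read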
# CHO-K1 Ca antag – counter-screen for M1 antagonists: effect in parental CHO-K1 cells | ATP-induced calcium, Fluo-8 fluorescence | inhibition, % at 3 µM | hit rate 0.6% among 360,000 | AID 602250;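 active means inhibition above a per-plate cutoff, the plate's mean sample inhibition plus 3 SD, cut at about 24% in these data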;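 further: 0% = DMSO plus EC80 ATP and 100% = DMSO alone without ATP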
# GPR7 antagonist – blocks human GPR7 receptor signaling; P48145; GPR7-expressing cells, fluorescence antagonist assay; inhibition, % at 4.4 µM; hit rate 1.1% among 290,000; AID 1861; in the data active means inhibition above about 16%, passing the limit was not always enough;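 further: cells stimulated with the agonist NPW; 0% = agonist with vehicle and 100% = vehicle without agonist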
# Target sequence (P48145 whole entry, looked up): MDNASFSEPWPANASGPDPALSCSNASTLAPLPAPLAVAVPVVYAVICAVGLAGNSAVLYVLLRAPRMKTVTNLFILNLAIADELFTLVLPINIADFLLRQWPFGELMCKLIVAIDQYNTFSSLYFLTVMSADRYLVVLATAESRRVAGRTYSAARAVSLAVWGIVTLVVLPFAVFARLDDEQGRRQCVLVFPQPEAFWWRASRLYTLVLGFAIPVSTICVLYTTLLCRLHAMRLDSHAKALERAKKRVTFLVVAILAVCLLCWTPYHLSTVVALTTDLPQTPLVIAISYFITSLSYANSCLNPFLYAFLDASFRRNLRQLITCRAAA
# CHO parental Ca – counter-screen: ATP calcium response change in parental CHO cells. parental CHO-K1, ATP-induced calcium, Fluo-8 fluorescence. inhibition, % at 5.6 µM. hit rate 0.63% among 330,000;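 active means inhibition above that plate's mean sample inhibition plus 3 SD, cut at about 26% in these data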;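 further: 0% = ATP-challenged DMSO wells and 100% = DMSO wells without ATP; some compounds past the cut are filed as inactive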
#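 material = parental CHO cells | also added = ATP as calcium-mobilizing challenge | dosing = single point at 5.6 µM | detection = intracellular calcium via Fluo-8 no-wash fluorescent dye | read-out = % inhibition | benchmarks = low control ATP plus DMSO, high control DMSO only | repeats = one well per compound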
# V1aR counter – V1a receptor agonism, counter-screen for OXTR agonists. hit rate 0.25% among 320,000. AID 2797. activation, % at 3 µM. CHO-V1R cells, Fluo-8 calcium fluorescence, agonist mode; 0% DMSO, 100% 3 nM vasopressin. P37288;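 active means activation above the mean activation of all tested compounds plus 3 SD, per screening run, cut at about 20% in these data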;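 further: signal is peak over basal fluorescence ratio across a 100 second FLIPR read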
# Target sequence (P37288 whole entry, looked up): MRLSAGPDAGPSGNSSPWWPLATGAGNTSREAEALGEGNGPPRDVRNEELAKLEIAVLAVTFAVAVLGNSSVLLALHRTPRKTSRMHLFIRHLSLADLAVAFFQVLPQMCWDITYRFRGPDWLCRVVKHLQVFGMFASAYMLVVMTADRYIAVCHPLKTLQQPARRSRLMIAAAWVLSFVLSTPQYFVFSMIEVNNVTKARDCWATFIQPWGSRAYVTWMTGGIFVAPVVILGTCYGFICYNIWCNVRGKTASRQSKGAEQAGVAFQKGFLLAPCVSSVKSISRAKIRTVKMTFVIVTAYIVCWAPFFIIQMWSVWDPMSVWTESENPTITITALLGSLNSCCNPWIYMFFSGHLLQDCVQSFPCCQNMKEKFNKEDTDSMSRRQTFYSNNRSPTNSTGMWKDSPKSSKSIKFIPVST
# CHO-K1 Ca PAM – M1 PAM counterscreen hit in parental CHO-K1 cells; ATP EC20, Fluo-8 calcium fluorescence; 0% at ATP EC20, 100% at ATP max; activation, % at 3 µM; hit rate 0.02% among 360,000;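 active means activation above the run cutoff, the mean activation of all test compounds plus 3 SD, cut at about 40% in these data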;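 further: peak over basal fluorescence ratio in a 140 s read after ATP addition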
# TAAR1 antagonist – antagonists of human TAAR1 | inhibition, % at 3 µM | hit rate 1.5% among 360,000 | AID 624466 | CHO RD-HGA16 TAAR1, Fluo-8 calcium fluorescence, antagonist | Q96RJ0;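 active means inhibition above a per-plate cutoff, the mean inhibition of test compounds on that plate plus 3 SD, cut at about 49% in these data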;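 further: 0% = DMSO plus EC80 beta-PEA response and 100% = DMSO alone without agonist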
# Target sequence (Q96RJ0 whole entry, looked up): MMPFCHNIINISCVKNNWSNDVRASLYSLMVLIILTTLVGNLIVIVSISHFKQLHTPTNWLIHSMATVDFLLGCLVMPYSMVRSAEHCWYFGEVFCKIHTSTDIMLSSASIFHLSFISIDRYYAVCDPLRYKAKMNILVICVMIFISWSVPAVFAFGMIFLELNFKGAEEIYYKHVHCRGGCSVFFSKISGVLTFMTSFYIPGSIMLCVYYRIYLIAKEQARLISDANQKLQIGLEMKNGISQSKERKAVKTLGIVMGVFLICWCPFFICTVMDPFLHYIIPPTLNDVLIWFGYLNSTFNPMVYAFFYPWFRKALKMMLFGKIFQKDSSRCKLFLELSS
#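 System: CHO RD-HGA16 cells bearing hTAAR1. Reagent: EC80 β-phenethylamine stimulus. Schedule: seeding 17-24 h prior, 75-min 37 °C, 30-min RT dye loading. Signal: Fluo-8 intracellular calcium dye fluorescence, real-time kinetic reads. Read-out: % inhibition from peak post-agonist over basal fluorescence ratio. Benchmarks: vehicle wells and EC80 agonist wells. Replicates: n of 1.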
# OXTR potentiator – potentiates the human oxytocin receptor response; CHO-OTR cells, Fluo-8 calcium fluorescence, potentiator mode; 0% = oxytocin EC15, 100% = EC100; P30559; hit rate 0.061% among 320,000; activation, % at 3 µM;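 active means activation above that plate's cutoff, the mean activation of tested compounds plus 3 SD, cut at about 6.6% in these data, passing the limit was not always enough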;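 further: 100% uses oxytocin at 75 nM as the full agonist control; some results filed as inactive read as strong as hits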
#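 Dosing: Single dose, 3.0 µM nominal final compound concentration | Material: Human OTR in CHO cells | Technique: Kinetic Fluo-8 calcium fluorescence | Benchmarks: EC15 oxytocin alone as 0%, 75 nM oxytocin as 100% | Probe or stimulus: Oxytocin at about EC15, sub-maximal agonist stimulus | Incubation: Compound 6 min at room temperature before oxytocin, 100 s read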
# * hit, by the source's call; . = not tested or not shown; & = joins results of further samples.
SMILES,CHO-K1 Ca ag,OXTR agonist,CHO-K1 Ca antag,GPR7 antagonist,CHO parental Ca,V1aR counter,CHO-K1 Ca PAM,TAAR1 antagonist,OXTR potentiator
C=CCOc1cccc(C2/C(=C(/O)c3ccc(Cl)cc3)C(=O)C(=O)N2CCN2CCOCC2)c1 (stereo unspecified),0.1,0.3,-7.5,-8.7,-5.3,5.8,5.2,-3.0,-4.9
Cc1c(Cl)c([N+](=O)[O-])nn1CCCC(=O)O,3.5,-0.1,-7.2,-8.3,8.7,0.1,15.1,-10.5,-3.3
CCN(CC)C(=O)C(Oc1ccc(S(=O)(=O)N2CCCC2)cc1[N+](=O)[O-])c1ccccc1 (stereo unspecified),0.8,0.6,10.9,-9.4,0.3,0.2,-7.1,-8.3,-9.1
O=C(C1=NNCC1c1ccccc1)C1OC1c1ccccc1 (stereo unspecified),0.5,-0.2,8.3,12.5,-8.1,-0.6,-25.5,-12.6,-3.7
Cc1ccc(S(=O)(=O)NCCNS(=O)(=O)c2ccc(C)cc2)cc1,3.5,2.8,-9.0,-4.9,-20.4,5.3,-4.4,2.9,-16.4
O=C(NCc1cccnc1)c1cccc(OC2CCN(Cc3ccc(CO)o3)CC2)c1,0.3,0.4,-0.1,-5.5,-6.5,0.4,-20.9,-3.6,4.3
CC(C)CNC(=O)COC(=O)/C=C/c1ccco1,0.1,0.6,-7.0,-1.1,-3.6,1.2,5.5,17.7,-4.7
CC(C)CC(=O)N1CCN(S(C)(=O)=O)CC1,0.3,0.0,0.7,12.0,1.1,0.9,-2.1,-6.3,-11.6
CCCCCCN(C(=O)CCCN1C(=O)NC(c2ccc(-c3ccccc3)cc2)C(C(=O)OCc2ccccc2)=C1C)C(C)C(=O)NCCCC (stereo unspecified),0.6,.,-6.2,.,-0.3,.,-7.6,-12.5,.
CC1(C)NC(=O)N(CC(=O)Nc2ccc(-n3cnnn3)cc2)C1=O,-0.1,1.4,5.3,.,-15.9,1.0,-8.6,-10.4,-5.8
Cc1ccc(C)c(NC(=O)C2CC(Cl)=CCC2C(=O)O)c1 (stereo unspecified),-0.3,0.0,17.8,-13.9,-1.8,0.2,-10.3,14.4,-8.9
OC(CNC1CCCC1)COCCOc1ccc(Br)cc1 (stereo unspecified),1.6,3.9,-9.6,1.9,0.7,2.4,18.7,-3.0,0.7
Cc1csc(NC(=O)c2cc(=O)[nH]c3ccccc23)n1,2.6,1.1,-14.1,-11.6,0.0,0.7,7.7,16.8,-1.6
CC(=O)NNc1nc(-c2ccccc2)cs1,0.2,-1.1,-10.2,-12.8,-15.8,0.1,20.6,-9.3,-0.3
NC(=O)C1CC(=O)N(c2ccc(OCc3ccccc3Cl)cc2)C1 (stereo unspecified),0.6,0.8,12.4,-2.3,-8.7,1.2,-9.0,-4.3,-14.2
CCOc1cc(C(=O)N2CCN(c3ccccc3)CC2)cc(OCC)c1OCC,0.0,-2.1,1.5,2.6,-19.3,-2.0,1.1,-9.4,-5.4
COc1cc2c(cc1OC)CN(c1ccc(C(N)=O)cc1[N+](=O)[O-])CC2,8.8,4.0,-11.3,-5.2,-4.0,5.1,3.0,8.1,-20.4
O=C(c1ccc(Cn2cc([N+](=O)[O-])cn2)o1)N1CCCC1,1.3,.,-11.4,-9.7,.,.,25.0,-6.6,.
CCOc1cc(C2NC(=O)NC(c3ccccc3)=C2C(C)=O)ccc1OC(C)=O (stereo unspecified),0.9,0.0,-6.1,3.5,-3.6,0.5,18.1,-6.7,-15.0
CCc1cc(-c2[nH]ncc2-c2ccc3c(c2)OCO3)c(O)cc1O,2.2,-2.5,-8.0,-1.8,8.7,2.6,1.0,16.7,-13.9
COc1ccc(OC)c(C(c2nnnn2C2CCCC2)N2CCN(c3ccccc3F)CC2)c1 (stereo unspecified),-0.3,-0.9,0.5,27.8*,-19.3,-0.1,8.5,-8.5,-7.1
Cc1ccc(CCNC(=O)C2CC(c3ccc(C(F)(F)F)cc3)=NO2)cc1 (stereo unspecified),-0.3,1.4,-5.0,.,3.3,1.9,14.0,0.4,-3.2
CC(C)c1onc(C(=O)N(C)Cc2ccccc2)c1[N+](=O)[O-],0.0,-1.2,-2.7,-2.5,-9.9,-0.9,11.0,-16.0,2.1
O=C(CC12CC3CC(CC(C3)C1)C2)Nc1ccccc1N1CCOCC1,-0.9,-2.0,-13.5,-2.6,-24.1,-1.5,1.1,-11.9,6.1
CN(C)S(=O)(=O)Oc1cccc(C(=O)Nc2cccc(Cl)c2)c1,5.6,9.2,-7.2,15.7,10.4,6.4,13.7,48.1,-16.2
Cc1nnc(SCC(=O)NCC2COc3ccccc3O2)s1 (stereo unspecified),0.2,-0.3,-18.3,.,-4.2,-0.4,8.1,-14.5,-2.5
COC(=O)c1ccc(Oc2nc(Nc3ccc(F)cc3)nc(N3CCCC3)n2)cc1,0.1,-0.7,-14.2,-6.3,-20.0,-0.6,19.7,-16.1,-5.3
Cc1nn(C)cc1S(=O)(=O)N1CCN(Cc2ccccc2Cl)CC1,0.2,2.1,-15.2,-4.7,-13.8,1.9,16.0,-8.5,-12.8
O=S(=O)(NC1=NCCC1)c1cccc(NS(=O)(=O)c2ccc(OC(F)(F)F)cc2)c1,0.0,0.5,12.6,0.9,-22.1,0.5,-5.8,-12.3,-3.4
C=CCNC(=S)NNC(=O)c1ccc(OCC(C)C)cc1,0.9,0.1,-9.5,6.3,-10.5,0.9,9.7,.,-7.4
Cc1c(OCC(=O)NCCN2CCOCC2)ccc2c3c(c(=O)oc12)CCC3,1.1,-0.3,-7.3,-12.3,-7.3,0.1,-5.0,-20.2,-4.2
COc1ccc(N2CCN(C3CCCN(C(=O)CSC)C3)CC2)cc1 (stereo unspecified),-0.1,0.1,-11.1,4.7,-3.3,0.9,7.1,-15.6,-3.9
Clc1ccccc1OCc1nn[nH]n1,0.1,-0.2,-3.3,-11.8,-3.8,0.8,4.6,-3.7,-1.9
CN(C)N1C(N)=C(C#N)C(c2cccs2)C2=C1CCCC2=O (stereo unspecified),0.3,0.8,-6.6,-4.4,3.7,0.6,12.2,13.0,-8.1
O=c1cc(CN2CCN(Cc3ccccc3)CC2)c2ccc(O)c(O)c2o1,-0.6,1.5,-3.1,-8.5,-6.9,0.9,9.1,-10.2,1.2
Cc1c(CC(=O)N[C@@H](CCCNC(N)=O)C(=O)O)c(=O)oc2cc3oc4c(c3cc12)CCCC4,0.3,0.0,-5.3,-3.3,-3.8,0.3,7.1,-9.0,0.0
COc1ccc(CC(=O)NC(C)c2nnc(SCC(=O)c3ccc(OC)cc3)n2C)cc1 (stereo unspecified),0.0,-2.1,-4.8,-23.5,-10.2,-1.3,5.7,-29.1,-8.4
O=C(OCc1csc(-c2ccccc2)n1)C1=NN(c2ccccc2)C(=O)CC1,1.5,0.1,10.3,.,-11.7,1.0,20.3,2.6,-6.7
CCOC(=O)N1CCC(NC(=O)CS(=O)(=O)Cc2nc(-c3cccc(Cl)c3)oc2C)CC1,2.9,5.0,-12.1,5.5,-17.6,9.5,9.5,-49.7,-6.7
Cc1c(Cl)c([N+](=O)[O-])nn1CCCC(=O)NC(C)c1ccccc1 (stereo unspecified),-0.1,-0.9,-5.7,-0.6,-21.0,0.0,20.6,-8.8,-7.6
O=C(O)c1cc(S(=O)(=O)NC2CCCc3ccccc32)ccc1O (stereo unspecified),-0.1,-0.1,-5.5,-8.7,6.7,-0.6,6.9,3.0,1.2
Cc1nc(C(=O)Nc2ccc(F)cc2)nn1-c1ccc([N+](=O)[O-])cc1,4.8,-0.4,1.6,4.0,-8.1,0.9,20.4,11.4,1.2
CCCC(=O)Nc1cc(S(=O)(=O)N2CCOCC2)ccc1N1CCCCC1,-0.3,-0.6,-14.9,.,-12.5,0.0,0.7,-6.5,12.5*
CCC(C)NC(=O)C1CCN(S(=O)(=O)c2ccc(-n3cnnn3)cc2)CC1 (stereo unspecified),0.4,0.4,1.9,1.4,-6.6,0.2,9.7,12.4,-9.4
CCN(CC)C(=O)Cn1cc(C(=O)C(=O)N2CCN(c3ccc([N+](=O)[O-])cc3)CC2)c2ccccc21,2.4,-1.3,-1.6,-11.7,-13.8,0.4,-3.2,-2.0,-3.4
COc1ccccc1N1CCN(C(=O)c2cc(-c3ccccc3)nc3c2cnn3C(C)C)CC1,0.3,.,-7.9,.,.,.,5.9,-24.5,.
O=C(N/N=C/c1ccccc1O)C1CC(=O)N(c2ccc(Cl)cc2)C1 (stereo unspecified),0.0,-0.3,-5.9,-1.8,-6.8,0.2,5.5,-10.3,0.6
CCOC1=C2CN(S(=O)(=O)c3ccc(C)cc3)[C@H](c3ccccc3)C[C@@H]2N(S(=O)(=O)c2ccc(Br)cc2)[C@H](c2ccccc2)C1,0.0,.,5.5,.,.,.,8.9,-6.1,.
Cc1ccc(-c2cn(C[C@H]3CC[C@@H]([C@@H]4CC[C@H](Cn5cc(-c6ccc(C)cc6)nn5)O4)O3)nn2)cc1,0.4,1.1,-8.2,-8.2,-25.9,-0.2,24.1,-1.6,-9.6
O=C(Oc1ccc(OC(=O)c2ccncc2)cc1)c1ccncc1,0.5,0.1,-12.0,.,-4.8,1.3,16.3,-17.3,0.7
# More structures follow:
SMILES,CHO-K1 Ca ag,OXTR agonist,CHO-K1 Ca antag,GPR7 antagonist,CHO parental Ca,V1aR counter,CHO-K1 Ca PAM,TAAR1 antagonist,OXTR potentiator
COc1ccccc1CN1CC(C(=O)N2CCCCO2)CCC1=O (stereo unspecified),0.3,-0.2,-8.9,0.2,-13.4,-0.5,8.5,-8.7,-2.3
CN1CCc2cccc3c2[C@H]1Cc1ccc(O)c(O)c1-3,0.3&0.0&1.1,2.0&5.1&4.9,4.4&8.0&-3.9,-1.0,-3.4&11.1&19.0,2.8&2.8&1.6,4.8&7.5&14.8,-19.9&-5.2,1.5&-3.6&-0.6
CCN(CCCNC(=O)c1[nH]c(C)c(C(C)=O)c1C)c1cccc(C)c1,4.1,3.8,-2.0,-4.4,-10.8,2.5,12.9,10.9,-8.6
Cc1ccc(S(=O)(=O)NCCC(=O)NNC(=O)C2COc3ccccc3O2)cc1 (stereo unspecified),0.0,-0.8,-4.4,.,-20.6,-0.1,12.3,-1.0,-5.8
C[C@@H]1CN([C@@H](C)CO)C(=O)CCCn2nncc2CO[C@@H]1CN(C)C(=O)Nc1ccc(N2CCN(C)CC2)cc1,0.1,.,5.8,.,.,.,-3.8,-4.0,.
CC(C)n1c(=NC(=O)c2ccco2)c(C#N)cc2c(=O)n3ccccc3cc21,0.3,-1.6,18.8,-4.0,-9.7,-0.6,-7.7,-9.0,-2.6

# Bioassay records deposited in PubChem by The Scripps Research Institute Molecular Screening Center.
